HEK293 NOD2/NF-kB: inhibition of NOD2-driven NF-kB reporter – cell-based, luminescence, uHTS, HEK293 (AID 1566). 290,000 tested, 0.63% active. HEK293 NOD2/NF-kB luciferase reporter, luminescence; higher % means a stronger effect. inhibition, % at 4 µM, or EC50 in µM where a hit was titrated; further: many of its hits are not listed in these tables
TNAP activators: stimulation of alkaline phosphatase TNAP activity – biochemical, luminescent, no phosphate acceptor, uHTS, primary screen (AID 1001); one-dose activation fold at 20 µM; EC50 in µM for titrated hits; 200,000 tested, 0.03% active; purified TNAP, luminescent activation assay, no phosphate acceptor; higher activation fold means a stronger effect; in the data active means activation fold from about 3, or a potency from the dose series; inactive means the rest, 99 in 100 with activation fold below about 1.6; further: many of its hits are not listed in these tables
KOR beta-arrestin-1: kappa opioid receptor blockers – cell-based, luminescence, uHTS (AID 1778); inhibition, % at 10 µM; hits with a dose series show IC50 in µM; 290,000 tested, 0.091% active; KOR beta-arrestin recruitment, luminescence, antagonist mode; higher % means a stronger effect; further: strong numbers were not always called active
NOD1 NF-kB reporter: NOD1 signaling inhibitors, primary screen, cell-based, luminescence, uHTS (AID 1578); NOD1-driven NF-kB luciferase reporter cells, luminescence; higher % means a stronger effect; inhibition, % at 4 µM; hits with a dose series show EC50 in µM; 290,000 tested, 1% active; in the data active means inhibition mostly above about 36%, no sharp cut-off; inactive means mostly below about 34%;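 further: HEK-293T reporter cells stimulated with the NOD1 agonist gamma-tri-DAP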
GPR55 activation: selective activators of receptor GPR55 – imaging, U2OS cells, beta-arrestin-GFP redistribution, primary screen (AID 1961). activation, % at 10 µM, or EC50 in µM where a hit was titrated. U2OS GPR55 beta-arrestin-GFP redistribution imaging; higher % means a stronger effect. 290,000 tested, 0.048% active;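 active means activation above 40% with more than 50 cells counted in the well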;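 further: U2OS osteosarcoma cells stably expressing GPR55 and beta-arrestin-GFP; plate controls were DMSO negative control for no effect and LPI positive control for full effect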
Yfh1-off respiration: mitochondrial function rescue without frataxin homolog – Friedreich's ataxia, plus single-dose screen, dose response (AID 1465); S. cerevisiae Yfh1-off respiration, WST-1 reduction, 72 h; higher fold induction means a stronger effect; fold induction at 50 µM; hits with a dose series show EC50 in µM; 220,000 tested, 0.074% active;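 active means fold induction of absorbance versus untreated yeast above a set limit, then at least 30% activation at any dose in follow-up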;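 further: activators that raise dye reduction in frataxin-depleted yeast; strong numbers were not always called active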
NTR1 ag: NTR1-driven beta-arrestin-GFP spot formation – imaging, U2OS cells, high content, primary screen (AID 493036) | agonist mode | activation, % at 20 µM | 330,000 tested, 0.17% active;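 active means activation at or above 40% of the spot to cytoplasm intensity ratio, with at least 20 cells analyzed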;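 further: 0% = DMSO without peptide and 100% = 100 nM NTR1 peptide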
Target sequence (P30989 whole entry, looked up): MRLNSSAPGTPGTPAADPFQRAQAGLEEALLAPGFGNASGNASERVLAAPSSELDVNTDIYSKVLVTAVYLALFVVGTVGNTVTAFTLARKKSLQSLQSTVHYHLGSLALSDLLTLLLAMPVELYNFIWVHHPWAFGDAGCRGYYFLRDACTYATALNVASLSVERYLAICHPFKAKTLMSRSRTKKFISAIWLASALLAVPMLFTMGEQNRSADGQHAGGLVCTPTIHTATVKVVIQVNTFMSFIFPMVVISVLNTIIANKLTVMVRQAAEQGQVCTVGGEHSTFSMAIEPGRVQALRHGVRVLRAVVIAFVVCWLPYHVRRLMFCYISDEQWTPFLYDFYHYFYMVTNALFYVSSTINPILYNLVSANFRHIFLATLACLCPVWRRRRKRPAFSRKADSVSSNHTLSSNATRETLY
CSM14.1 death rescue: protection against thapsigargin-triggered cell killing – 384-well, CSM14.1, ATP luminescence, primary screen (AID 1222); 190,000 tested, under 10 active; CSM14.1 thapsigargin-induced death rescue, ATP luminescence; higher % means a stronger effect; cellular ATP content (survival), % at 20 µM, or EC50 in µM where a hit was titrated;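 active means EC50 below 50 µM in the dose-response confirmation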;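 further: death triggered by thapsigargin at about 15 µM added after 2 h compound pretreatment; cell ATP read after overnight thapsigargin exposure of roughly 18 to 22 hours; normalized against plate controls of thapsigargin alone and 5% DMSO vehicle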
KOR beta-arrestin-2: KOR agonists, beta-arrestin recruitment, primary screen, cell-based, luminescence, uHTS (AID 1777); KOR beta-arrestin recruitment, luminescence; higher % means a stronger effect; activation, % at 10 µM, or EC50 in µM where a hit was titrated; 280,000 tested, 0.02% active; in the data active means activation above about 50%, passing the limit was not always enough; further: a part of the inactive calls stands beside numbers as strong as those of hits
NTR1 ag cell count 20 µM: also measured in NTR1 ag; calls as there; cell count; measured here: cell count, cytotoxicity flag
Numbers without * were called inactive; i = inactive; . = not tested or not shown; [ ] = dose if it differs, or a comment. Unless noted, no stated cut-off is given here; in the data, active means inhibition above about 50%; inactive means the rest. Not all compounds are listed. The share of hits here may be higher or lower than overall.

SMILES	HEK293 NOD2/NF-kB	TNAP activators	KOR beta-arrestin-1	NOD1 NF-kB reporter	GPR55 activation	Yfh1-off respiration	NTR1 ag	NTR1 ag cell count 20 µM	CSM14.1 death rescue	KOR beta-arrestin-2
CSc1nc(=O)n2cc(C)ccc2n1	19%	1	-5%	2%	-0.4%	i	0.9	48	-0.3%	-5.7%
CN(C)c1ccc(/C=N/n2cnn(Cc3ccccc3Cl)c2=S)cc1	-106%	1.1	-11%	-16%	-0.3%	i	2.4	53	.	4.0%
O=C(NC1CCCC1)c1ccc(CS(=O)(=O)Cc2ccccc2F)o1	20%	.	9%	-7%	-0.1%	.	1.3	57	.	-0.3%
CCn1cc(CNCc2ccc(OCC(O)CN(C)Cc3ccccc3)cc2)cn1 (stereo not drawn)	22%	1.1	-15%[20 µM]	-9%	-0.1%	i	-0.4	43	0.0%	.
COc1ccc(NC(=O)Cn2nnc(C(=O)NCc3ccc4c(c3)OCO4)c2N)cc1	-14%	1.2	-25%	-24%	-0.2%	i	-0.4	83	0.7%	0.5%
COc1ccc(/C=N/NC(=O)c2cccnc2)cc1	-16%	.	4%	2%	-0.1%	.	-1.3	54	.	4.7%
CCC(=O)NNC(=O)CCC(=O)Nc1ccccc1	9%	0.5	-16%	-8%	0.0%	.	.	.	-1.7%	-1.3%
N#C/C(=C(\O)CCl)c1nnc2n1CCCCC2	5%	1	-10%	4%	-0.1%	i	0.4	38	-1.4%	-1.0%
Cc1sc(NC(=O)CCCC(=O)O)c(C(N)=O)c1-c1ccccc1	28%	0.9	19%	24%	0.4%	i	2.6	32	-9.8%	-5.8%
CCc1ccc(-c2cc(C)no2)cc1S(=O)(=O)N1CC(=O)Nc2ccccc21	-8%	.	-25%	-16%	-0.1%	.	1.7	57	.	-2.7%
CC(CC(=O)N1CCN(S(=O)(=O)c2ccccc2)CC1)n1cncn1 (stereo not drawn)	13%	.	-3%	-19%	0.1%	.	-1.0	51	.	-4.2%
O=C(CSc1nnc(Cc2cc(=O)[nH]c(=O)[nH]2)n1-c1ccccc1)NCC1CCCO1 (stereo not drawn)	-9%	1.2	0%	-11%	-0.4%	i	0.5	80	-0.2%	-4.4%
CS(=O)(=O)N(CC(=O)NC1CCCCC1)c1cccc(F)c1	6%	1.1	-5%[20 µM]	-7%	-0.1%	i	0.6	39	-1.0%	-1.9%
COCc1cc(CN(C)C(=O)c2oc3c(F)cccc3c2C)[nH]n1	8%	.	-14%	-19%	-0.1%	.	-0.1	70	.	0.3%
N#Cc1cc(Br)ccc1N=C1CCCN1c1ccccc1	15%	1	-22%	45%	-0.4%	i	1.6	40	-4.6%	3.3%
COc1ccc(-c2cn(-c3ccc(C)c(Cl)c3)c(=S)[nH]2)cc1OC	-14%	.	-31%	-6%	-0.3%	.	2.8	69	.	-6.4%
COCCOC(=O)C1=C(C)N(Cc2ccccc2)C(=O)NC1c1ccc(OC)cc1 (stereo not drawn)	10%	1.2	-13%	-8%	-0.1%	i	2.6	54	0.8%	-8.2%
S=C(N/N=C/c1cccs1)NC1CC2CCC1C2 (stereo not drawn)	6%	.	-2%	9%	0.0%	i	9.9	36	.	1.6%
O=C(NC1(C(F)(F)F)C(=O)Nc2c1c(=O)[nH]c(=O)n2Cc1ccccc1)c1ccco1 (stereo not drawn)	4%	1.1	14%	-2%	-0.1%	i	-3.5	92	-0.9%	-0.1%
CSc1sc(C)cc1C=O	-23%	1	4%	-5%	0.8%	i	-0.1	70	-1.4%	-1.5%
Cc1ccc2cc(CN(CC3CCCO3)C(=O)c3cccs3)c(=O)[nH]c2c1 (stereo not drawn)	0%	.	3%	-13%	-0.2%	.	-1.7	66	.	0.5%
COc1ccc(CCN2CC(C(=O)NCCc3cccc(F)c3)CCC2=O)cc1 (stereo not drawn)	19%	.	-8%	-22%	-0.2%	.	-0.2	60	.	-3.1%
Cc1ccc(CSc2nnc(-c3ccncc3)n2N)cc1	-16%	.	21%	7%	0.3%	i	1.1	37	.	3.1%
CC1=C/C(=C(\c2cc(C)c(O)c(Br)c2)c2ccccc2S(=O)(=O)O)C=C(Br)C1=O	32%	.	22%	18%	-0.2%	.	0.0	67	.	-8.6%
Nc1c(S(=O)(=O)c2ccccc2)c2nc3ccccc3nc2n1/N=C/c1cccc(O)c1	-25%	1.1	-8%	3%	-0.2%	i	21	63	6.0%	7.2%
O=C(CCC(=O)c1ccc(Br)cc1)Nc1cccc(C(F)(F)F)c1	14%	1	-2%	15%	-0.1%	i	-0.1	40	1.9%	12%
Cc1cccc(Nc2nnc(SCC(=O)NCc3cccs3)s2)c1	-4%	1.1	-39%[20 µM]	-5%	0.2%	i	2.1	53	-1.1%	1.1%
O=C(CNC1CCCCCC1)Nc1ccc(S(=O)(=O)NC2CC2)cc1	-12%	1	6%	-28%	0.0%	i	-0.2	56	-0.3%	0.6%
COc1ccc(OC)c(C(=O)N2CCC(n3nccc3NC(=O)CC(C)C)CC2)c1	-3%	.	-21%	-32%	0.0%	.	-0.7	85	.	0.0%
COc1ccc(NC(=O)c2ccc(C)cc2)cc1	-94%	.	24%[20 µM]	-19%	-0.1%	.	-1.4	60	.	-4.8%
CCC12CN3CCN(CC(C3)/C1=N\NC(=O)Nc1ccccc1)C2	14%	1.2	25%	-26%	-0.3%	i	3.2	60	-1.9%	-4.9%
COc1cc(/C=N/NC(=O)Cn2nc([N+](=O)[O-])cc2C)cc(Br)c1OCc1ccccc1	9%	1	-26%	10%	-0.2%	i	3.1	62	1.1%	-1.0%
O=C(COc1ccccc1Cl)NC(=S)Nc1ccc(CN2CCOCC2)cc1	12%	1.1	-28%	-33%	0.0%	i	-0.2	67	1.3%	0.1%
Cc1ccc(OCc2nc3ccccc3n2C)cc1	-106%	.	-16%[20 µM]	-13%	1.1%	.	0.3	72	.	2.2%
CC(C)(C)c1ccc(C(=O)NNC(=O)Cc2ccccc2)cc1	17%	1.4	-24%	-44%	0.1%	i	0.0	33	-0.8%	-4.3%
CCCCn1ccnc1C(=O)c1cc(S(=O)(=O)N2CCOCC2)ccc1C	30%	1.2	7%	22%	-0.1%	i	1.3	74	-0.8%	-8.0%
CCCN1C(=O)c2cc(C(=O)Nc3ccc(OC)cc3OC)ccc2C1Nc1ccc(OC)cc1OC (stereo not drawn)	-3%	1.1	20%	-5%	0.4%	i	-0.2	88	24%	3.7%
Cc1ccc(C(=O)COC(=O)C(C)N2C(=O)C3C4C=CC(C4)C3C2=O)cc1 (stereo not drawn)	16%	1.2	.	-26%	0.5%	i	0.4	43	-0.3%	-4.8%
CCOC(=O)c1cc(-c2ccccc2)sc1NC(=O)CC	-23%	1.1	6%	-9%	-0.1%	i	4.5	52	-3.3%	-5.0%
Cc1cc(C)cc(OCCNC(=O)CCc2ccccc2)c1	10%	.	3%[20 µM]	-4%	0.2%	.	0.1	60	.	4.7%

Reprinted from the part before: 2 compounds, then new ones.
SMILES	HEK293 NOD2/NF-kB	TNAP activators	KOR beta-arrestin-1	NOD1 NF-kB reporter	GPR55 activation	Yfh1-off respiration	NTR1 ag	NTR1 ag cell count 20 µM	CSM14.1 death rescue	KOR beta-arrestin-2
CCOC(=O)c1cc(-c2ccccc2)sc1NC(=O)CC	-23%	1.1	6%	-9%	-0.1%	i	4.5	52	-3.3%	-5.0%
Cc1cc(C)cc(OCCNC(=O)CCc2ccccc2)c1	10%	.	3%[20 µM]	-4%	0.2%	.	0.1	60	.	4.7%
O=C(COc1cc2oc(=O)c3c(c2cc1Cl)CCC3)NCc1ccccn1	3%	.	-11%	-17%	0.2%	.	-0.7	70	.	5.7%
O=C(NCCN1CCOCC1)c1cc2cc([N+](=O)[O-])ccc2s1	-2%	1.1	-7%[20 µM]	-39%	0.7%	i	0.0	70	-0.4%	-1.6%
Cc1nc(Nc2ccc3c(c2)OCCO3)c2nnn(Cc3ccccc3Cl)c2n1	31%	1.1	9%	29%	-0.3%	i	6.3	47	2.4%	-1.9%
C/C(=C\C(=O)c1ccc(Cl)cc1)NCc1ccc2c(c1)OCO2	-10%	1	-1%	-31%	-0.1%	i	1.7	43	-1.3%	-3.5%
O=C(O)c1nccnc1C(=O)Nc1ccccc1-c1ccccc1	-16%	.	-21%	8%	-0.2%	i	0.5	43	.	0.9%
Cc1cccc(C(=O)CC(=O)c2cc(Cl)ccc2O)c1	12%	1.1	-5%	61%	0.6%	i	7.6	73	-3.3%	-0.2%
Cc1oc(-c2ccc(Cl)cc2)nc1CS(=O)CC(=O)NC1CC1 (stereo not drawn)	23%	.	18%	-15%	0.3%	.	1.5	48	.	-3.1%
COC(=O)c1ccc(C23CC4(C2)[C@H](CN(C)[C@@H]4c2ccccc2)C3c2ccc(Cl)nc2)cc1 (stereo partly drawn)	3%	.	-12%	-11%	-0.1%	i	-5.1	90	.	1.7%
N#CCCN(C(=O)COC(=O)c1ccc2c(c1)NC(=O)CS2)c1ccc2c(c1)OCCO2	20%	1.2	-18%	1%	-0.1%	i	-0.5	68	-0.4%	3.2%
Cc1cc(C)cc(NC(=O)Oc2ccccc2N2CCCCC2)c1	-14%	.	6%	-7%	-0.2%	i	-0.1	65	.	1.0%
CCN1CCC(NC(=O)Nc2cc(Cl)ccc2OC)CC1	15%	1	-25%	-10%	0.3%	i	-0.8	64	-1.0%	2.0%
O=C(CNC(=O)c1ccco1)NCC(=O)OCc1cccc(Cl)c1	-1%	1.1	6%	-2%	0.4%	i	0.2	96	-1.0%	-0.2%
CC(=O)c1cccc(NC(=O)CSCc2ccc(Br)cc2)c1	12%	1	1%	-3%	-0.2%	i	2.6	61	-1.8%	-1.1%
OCCNc1nc(Nc2ccc(Cl)c(Cl)c2)nc2ccccc12	12%	.	3%	42%	-0.2%	.	-0.7	56	.	3.6%
Cc1ccc2c(c1)c1c3n2CCN(C(=O)Cn2c(-c4ccccc4)noc2=O)C3CCC1 (stereo not drawn)	7%	1.1	-13%	-3%	-0.2%	i	5.2	67	0.2%	-2.3%
NC(=O)c1ccccc1OCC(=O)NC12CC3CC(CC(C3)C1)C2	8%	1.1	-75%	17%	-0.1%	i	1.4	50	1.5%	4.5%
CCCCc1ccc(-n2nnnc2SCC(=O)Nc2cc(OC)c([N+](=O)[O-])cc2C)cc1	8%	1.1	3%	-3%	0.0%	i	5.8	44	-8.8%	-1.3%
COc1ccc(N2C(=O)CC(SCC(=O)O)C2=O)cc1 (stereo not drawn)	6%	1	17%	-36%	0.1%	i	0.9	84	-0.4%	3.1%
Cc1nc2ccccc2cc1C(=O)O	-7%	1	18%	-8%	-0.1%	i	-2.9	91	0.5%	-3.2%
Cn1cccc1C(C(=O)NC1CCCCC1)N(C(=O)Cc1cccs1)C1CC1 (stereo not drawn)	-13%	1.1	-8%	-9%	-0.2%	i	4.2	35	-1.0%	-0.6%
